SENP8 inh: inhibitors of human SENP8 protease. recombinant SENP8, Nedd8 substrate fluorescence. 360,000 compounds, 0.64% hits. Q96LD8. inhibition, % at 20 µM. AID 602440; in the data active = inhibition mostly above about 40%, no sharp cut-off; inactive = mostly below about 27%
Target sequence (Q96LD8 whole entry, looked up): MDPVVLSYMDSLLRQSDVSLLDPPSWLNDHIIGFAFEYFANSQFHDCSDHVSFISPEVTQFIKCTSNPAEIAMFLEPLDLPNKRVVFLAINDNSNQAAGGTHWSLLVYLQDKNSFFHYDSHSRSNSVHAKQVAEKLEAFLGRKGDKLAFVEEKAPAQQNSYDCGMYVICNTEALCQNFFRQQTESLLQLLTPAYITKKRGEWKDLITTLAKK
SENP7 inh: blocks the human protease SENP7. Q9BQF6. recombinant SENP7, Z-RLRGG-aminoluciferin luminescence, 40 min. inhibition, % at 5 µM. 330,000 compounds, 1.5% hits;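 active = inhibition above about 50% at the single test dose, limit read from the data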;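 note: plate controls were DMSO with enzyme for no effect and no enzyme buffer wells for full effect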
Target sequence (Q9BQF6 706-1050 limits assumed): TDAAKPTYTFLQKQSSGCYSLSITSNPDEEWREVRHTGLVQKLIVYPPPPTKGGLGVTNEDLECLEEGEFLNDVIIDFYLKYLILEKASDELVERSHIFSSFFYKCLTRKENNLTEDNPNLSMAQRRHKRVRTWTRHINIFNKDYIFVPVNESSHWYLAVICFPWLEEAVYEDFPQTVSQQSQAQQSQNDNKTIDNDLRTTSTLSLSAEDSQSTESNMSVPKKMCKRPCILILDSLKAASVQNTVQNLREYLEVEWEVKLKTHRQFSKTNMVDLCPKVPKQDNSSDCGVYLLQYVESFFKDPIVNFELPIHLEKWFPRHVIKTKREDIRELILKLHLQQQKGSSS
PfG6PD inh: PfG6PD (Plasmodium falciparum) enzyme inhibition | inhibition, % at 20 µM | PfGluPho enzyme, NADPH resazurin-diaphorase fluorescence | 350,000 compounds, 0.78% hits;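 active = inhibition reaching at least a set limit at 20 µM in the primary screen, cut at about 59% in these data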;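 note: 0% = DMSO wells with substrate and 100% = DMSO wells lacking glucose-6-phosphate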
HKDC1 inhibitor: blocks human hexokinase HKDC1 activity. Q2TB90. recombinant HKDC1, G6PDH/diaphorase resazurin coupled fluorescence. inhibition, % at 20 µM. 340,000 compounds, 0.16% hits. AID 493160;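 active = inhibition above about 35% when tested at 20 µM, limit read from the data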;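 note: plate controls were DMSO wells with enzyme for no effect and DMSO wells lacking enzyme for full effect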
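Test system: recombinant HKDC1 (HK5) hexokinase enzyme, produced in-house; Amount: enzyme 5 µg/mL final; Buffer or medium: Tris pH 8.0 buffer with MgCl2, Tween-20, BSA, BME; Reagent: glucose and ATP substrates; Doses: 20 µM test compound, 1% DMSO; Incubation: 90 min reaction incubation at room temperature, dark; Detection: resorufin fluorescence at 613 nm.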
ATG4B inhibitor: ATG4B (human) cysteine protease inhibition; ATG4B cleavage of LC3-PLA2, NBD-HPC fluorescence, 1 h; AID 504462; inhibition, % at 8.33 µM; 340,000 compounds, 0.51% hits; Q9Y4P1; in the data active = inhibition above about 40%
Target sequence (Q9Y4P1 whole entry, looked up): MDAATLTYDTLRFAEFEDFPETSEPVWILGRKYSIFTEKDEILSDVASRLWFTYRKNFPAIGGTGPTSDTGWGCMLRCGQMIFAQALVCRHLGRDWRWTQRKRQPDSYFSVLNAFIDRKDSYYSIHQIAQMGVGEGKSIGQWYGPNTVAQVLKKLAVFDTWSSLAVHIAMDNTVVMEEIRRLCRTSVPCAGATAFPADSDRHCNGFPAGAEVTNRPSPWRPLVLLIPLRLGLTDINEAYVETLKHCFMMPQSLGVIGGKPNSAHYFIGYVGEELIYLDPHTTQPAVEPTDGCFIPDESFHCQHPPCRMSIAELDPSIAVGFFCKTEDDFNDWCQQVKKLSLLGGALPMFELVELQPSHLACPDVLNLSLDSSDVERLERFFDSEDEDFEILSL
MPTP inh: blocks calcium-induced mitochondrial swelling | inhibition, % at 10 µM | 360,000 compounds, 1.4% hits | isolated mouse mitochondria, Ca2+ swelling absorbance, 30 min;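 active = inhibition of 50% or more, scaled per plate between neutral and stimulator controls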;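 note: 0% = DMSO wells given calcium and 100% = 1 mM EGTA wells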
SENP6 inh: inhibitors of human SENP6 protease | Recombinant SENP6 catalytic domain, aminoluciferin luminescence | inhibition, % at 10 µM | Q9GZR1 | 330,000 compounds, 1.8% hits;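 active = inhibition above about 50% at the single tested dose, limit read from the data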;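 note: plate controls were DMSO wells with enzyme for no effect and DMSO wells lacking enzyme for full effect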
GRIN3A LBD mod: NR3A (human) ligand-binding domain modulation; 340,000 compounds, 2.5% hits; NR3A LBD differential scanning fluorimetry, Tm shift; 0% = protein alone, 100% = glycine-bound protein; Tm shift relative to glycine control, % at 25 µM;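 active = melting temperature shift of at least 10% of the positive control shift, at one fixed dose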
Active calls of the source: *; . = not tested or not shown.

item	compound	SENP8 inh	SENP7 inh	PfG6PD inh	HKDC1 inhibitor
1	CCN1C(=O)[C@H]2[C@@H](c3ccc(-c4ccc(OC)cc4)cc3)N[C@@](Cc3ccccc3)(C(=O)OC)[C@H]2C1=O	-172	2	15	2
2	Cc1ccc(C2C(C(=O)c3cccs3)=C(O)C(=O)N2c2nnc(C)s2)cc1 (configuration not stated)	-11	-1	-2	1
3	CCOC(=O)c1cccc(NC(=O)CSc2nnc(-c3cccnc3)n2CC)c1	20	7	15	-5
4	C[C@H]1CCC[C@]2(O[C@H](CCO)C[C@@H](O)[C@@H]2O)O1	18	-9	1	-6
5	CCC(C)Sc1nc2c(c(=O)[nH]c(=O)n2C)n1CCc1ccccc1 (configuration not stated)	24	11	-10	0
6	CN(Cc1ccccc1)S(=O)(=O)c1ccc(NS(=O)(=O)Cc2ccccc2)cc1	0	-4	-19	-2
7	CCOc1ccc2nc(SCC(=O)N(CC(C)C)c3c(N)n(Cc4ccccc4)c(=O)[nH]c3=O)[nH]c2c1	22	-4	2	2
8	CC(=O)c1ccc(OCCCC(=O)Nc2cccc(S(=O)(=O)N3CCCCCC3)c2)cc1	0	1	-3	1
9	Cc1cccc(CCNC(=O)C2CCC(=O)N(Cc3ccccc3F)C2)n1 (configuration not stated)	2	-1	-8	-1
10	Cc1ccccc1-c1nc(CS(=O)(=O)CC(=O)Nc2cc(F)ccc2F)c(C)o1	11	9	25	1
11	COc1ccc(OC)c(NC(=S)NCc2ccccc2OC)c1	10	-4	3	-8
12	Cc1ccccc1OCCNC(=O)CSc1ccc(C(F)(F)F)cc1[N+](=O)[O-]	21	1	14	3

item	ATG4B inhibitor	MPTP inh	SENP6 inh	GRIN3A LBD mod
1	-3	0.6	-15	-3
2	-12	0.0	-18	-12
3	-3	-0.1	3	0
4	2	-0.5	-17	0
5	2	0.2	-16	-1
6	26	7.7	1	1
7	1	-0.9	-3	-2
8	-3	-0.5	-2	-2
9	8	-1.1	3	2
10	1	2.7	-8	-31
11	-1	-1.0	-9	-2
12	3	93*	7	-6

Four entries out of the list, arranged by molecular weight, highest first.
item	compound	SENP8 inh	SENP7 inh	PfG6PD inh	HKDC1 inhibitor
1	CCN1C(=O)[C@H]2[C@@H](c3ccc(-c4ccc(OC)cc4)cc3)N[C@@](Cc3ccccc3)(C(=O)OC)[C@H]2C1=O	-172	2	15	2
6	CN(Cc1ccccc1)S(=O)(=O)c1ccc(NS(=O)(=O)Cc2ccccc2)cc1	0	-4	-19	-2
10	Cc1ccccc1-c1nc(CS(=O)(=O)CC(=O)Nc2cc(F)ccc2F)c(C)o1	11	9	25	1
5	CCC(C)Sc1nc2c(c(=O)[nH]c(=O)n2C)n1CCc1ccccc1 (configuration not stated)	24	11	-10	0

item	ATG4B inhibitor	MPTP inh	SENP6 inh	GRIN3A LBD mod
1	-3	0.6	-15	-3
6	26	7.7	1	1
10	1	2.7	-8	-31
5	2	0.2	-16	-1

(further entries)
item	compound	SENP8 inh	SENP7 inh	PfG6PD inh	HKDC1 inhibitor
13	O=C(CCc1ccc(S(=O)(=O)NC2CCCCC2)cc1)Nc1ccccc1	9	-2	2	-4
14	Cc1ccc(OCC(O)CNC2CCCC2)cc1C (configuration not stated)	10	1	-7	-4
15	CC(=O)Nc1nc2ccc(Br)cc2s1	13	70*	0	-2
16	CC(C)(C)C(=O)NCCc1nc2ccccc2n1CC(=O)c1ccccc1	10	2	0	-5
17	CC1(C)CC2CC(C)(CN2C(=S)Nc2ccccc2)C1 (configuration not stated)	2	-6	11	-8
18	CCOC(=O)[C@H]1[C@H]2COc3ccc(Cl)cc3[C@@H]2N2C(=O)[C@H](C)NC(=O)[C@@]12C	8	.	-18	1
19	CCOC(=O)C1(CCOc2ccccc2)CCN(Cc2cc(OC)c(O)c(OC)c2)CC1	7	0	45	20
20	CCOc1ccccc1-n1c(SCC(=O)Nc2ccccc2C(=O)O)nc2ccccc2c1=O	4	5	0	7
21	C#CCNC(=O)C1=C[C@H](c2cn(C(C)=O)c3ccccc23)C[C@H](OCc2ccc(CO)cc2)O1	-48	5	-2	-2
22	Cc1nn(C2CCS(=O)(=O)C2)c(Cl)c1/C=C/C(=O)OCC(=O)c1cc(C)n(-c2ccc(F)cc2)c1C (configuration not stated)	7	5	13	-7
23	Cc1ccccc1OCCOC(=O)c1c(-c2ccccc2)noc1C	10	-2	27	-3
24	C=CCSc1nccc(-c2nn(-c3ccc(C)cc3)ccc2=O)n1	-157	-3	39	2

item	ATG4B inhibitor	MPTP inh	SENP6 inh	GRIN3A LBD mod
13	-12	0.9	7	-4
14	-2	1.2	-8	2
15	14	-0.2	80*	0
16	-22	-2.3	-20	0
17	-1	-1.1	-24	1
18	.	-1.6	.	0
19	3	-0.4	3	-2
20	-1	-0.3	-29	4
21	-8	-0.5	-7	-3
22	-18	6.6	6	0
23	-5	0.2	18	2
24	-6	-0.1	-13	1

Carrying on:
item	compound	SENP8 inh	SENP7 inh	PfG6PD inh	HKDC1 inhibitor
25	CN(C)S(=O)(=O)c1ccc(S(=O)(=O)N2CCCC(C(=O)NC3CCCC3)C2)cc1 (configuration not stated)	12	7	-19	1
26	Cc1cccc(OCC(=O)OCC(=O)NCC2CCCO2)c1C (configuration not stated)	6	4	3	-6
27	Cc1ccc(-c2nc3ccccc3s2)cc1S(=O)(=O)N1CCOCC1	-4	2	2	5
28	CC(C)CCNC(=O)c1onc(CSc2nc3ccccc3[nH]2)c1C(=O)NCCC(C)C	14	-4	23	-1
29	CN1CCN(c2ccccc2NC(=O)c2ccc(N3CCOCC3)c([N+](=O)[O-])c2)CC1	16	-14	10	-3
30	COc1cccc(NC(=O)N(CCCN2CCOCC2)C(C)c2cc3cccc(OC)c3o2)c1 (configuration not stated)	13	4	0	-6
31	CC(OC(=O)C1CCN(S(=O)(=O)c2ccc3c(c2)OCCO3)CC1)C(=O)N(C)c1ccccc1 (configuration not stated)	-2	7	-6	1
32	COc1ccccc1CNC(=O)COC(=O)Cc1c(Cl)cccc1Cl	15	4	4	-10
33	CC(C)(C)OC(=O)N1CCCC(C(=O)CC#N)C1 (configuration not stated)	-12	-5	4	0
34	CC(=O)Nc1nc(-c2ccc3c(c2)CCO3)cs1	0	10	2	3
35	[O-][N+](=Cc1ccccc1)c1ccc(Cl)cc1	23	.	87*	1
36	COc1ccc(CCNC(=O)C23CCC(C)(C(=O)O2)C3(C)C)cc1OC (configuration not stated)	23	3	-10	-6

item	ATG4B inhibitor	MPTP inh	SENP6 inh	GRIN3A LBD mod
25	5	-0.3	-36	-3
26	-6	-1.1	8	-1
27	-6	-1.5	4	0
28	-4	1.5	3	0
29	-7	0.7	-7	-2
30	-7	0.8	-7	-1
31	-9	-3.0	9	3
32	9	11	8	-2
33	-4	0.6	-10	-3
34	5	0.1	-27	-1
35	8	2.6	.	1
36	3	0.5	-4	-1

Next part
item	compound	SENP8 inh	SENP7 inh	PfG6PD inh	HKDC1 inhibitor
37	CCN(CC)CCN1C(=O)C(=O)/C(=C(/O)c2cccc(OC)c2)C1c1ccccn1 (configuration not stated)	20	0	1	-6
38	Cc1cc(C)cc(OCC(=O)N(Cc2ccc(N(C)C)cc2)C2CCS(=O)(=O)C2)c1 (configuration not stated)	14	6	20	5
39	Cc1ccc(-n2c(-c3ccccc3)nnc2-c2cccs2)cc1	3	13	19	-9
40	COc1ccccc1-c1nnc(SCC(=O)NC2CCCCC2)n1N	3	12	2	-2
41	O=C(COC(=O)c1ccco1)NCC1CCCO1 (configuration not stated)	11	1	4	-2
42	Fc1cccc(CN2CCN(c3ncccn3)CC2)c1	12	0	-3	-7
43	CCOc1ccccc1NC(=O)C1CCN(c2nc(-c3ccc(OC)cc3)no2)CC1	-2	5	-2	-8
44	COc1ccccc1C(CNC(=O)c1ccc(NS(=O)(=O)c2ccc(C(C)=O)cc2)cc1)N1CCCC1 (configuration not stated)	3	.	-15	7
45	Cc1ccc(C)c(N2CCN(C(=O)c3ccc(Cl)c(NC4=NC5CS(=O)(=O)CC5S4)c3)CC2)c1 (configuration not stated)	-23	6	15	0
46	COc1ccc(N2C(=O)CC(NNC(=O)c3ccc(Br)s3)C2=O)cc1 (configuration not stated)	3	1	-19	9
47	O=C(N/N=C/c1cccnc1)c1cc(-c2ccc(Br)cc2)nc2ccccc12	2	-6	0	-1
48	CCCCN(C(=O)Nc1ccccc1)C1CCS(=O)(=O)C1 (configuration not stated)	12	8	9	-6

item	ATG4B inhibitor	MPTP inh	SENP6 inh	GRIN3A LBD mod
37	-9	-1.4	-21	-1
38	-10	-0.4	-4	-1
39	7	1.6	3	-1
40	-5	-1.4	5	0
41	0	-0.5	-6	5
42	-5	-0.1	6	0
43	-11	-1.0	-14	-1
44	-5	-0.6	.	0
45	-16	-1.0	-19	1
46	-6	2.5	-2	-2
47	1	1.1	3	-8
48	-3	2.1	-8	1

Later entries
item	compound	SENP8 inh	SENP7 inh	PfG6PD inh	HKDC1 inhibitor
49	O=C(CCc1ccccc1F)N1CCN(c2ccccc2)CC1	17	2	20	-6
50	CCOCCn1c(CN2CCC(Cc3ccccc3)CC2)nc2c1c(=O)n(C)c(=O)n2C	15	1	7	-5
51	CCOC(=O)C1=C(C)Nc2ccccc2N=C1NC(=O)c1oc2ccccc2c1COC	-16	5	6	-2
52	CCOC(=O)c1cn(CC)c2ccc(Br)cc2c1=O	28	4	9	-8
53	CCCN(CC(=O)Nc1ccccc1C)C(=O)c1ccc(N2CCOCC2)c([N+](=O)[O-])c1	22	6	-3	-5
54	CCOC(=O)C[C@H]1c2ccc(C(F)(F)F)cc2S(=O)(=O)N1C(C)C	6	0	9	-2

item	ATG4B inhibitor	MPTP inh	SENP6 inh	GRIN3A LBD mod
49	-2	0.0	12	0
50	-1	-0.3	-11	-2
51	-12	0.0	8	0
52	-10	-0.8	7	-1
53	-1	-0.6	-13	1
54	-15	0.8	-3	1

Full records, looked up by structure.
COc1ccccc1CNC(=O)COC(=O)Cc1c(Cl)cccc1Cl reads SENP8 inh: 15; SENP7 inh: 4; PfG6PD inh: 4; HKDC1 inhibitor: -10; ATG4B inhibitor: 9; MPTP inh: 11; SENP6 inh: 8; GRIN3A LBD mod: -2
Cc1ccc(-n2c(-c3ccccc3)nnc2-c2cccs2)cc1 reads SENP8 inh: 3; SENP7 inh: 13; PfG6PD inh: 19; HKDC1 inhibitor: -9; ATG4B inhibitor: 7; MPTP inh: 1.6; SENP6 inh: 3; GRIN3A LBD mod: -1

Bioassay records as filed in PubChem.
